Bioassay records as filed in PubChem.
ELG1 genotoxic: induces genotoxicity in HEK293T cells with luciferase-tagged ELG1. HEK293T ELG1-luciferase reporter, luminescence, 16 h. Potency, µM (series often up to 46 µM), for inactives: top-dose activity change, positive = activation, most hits filed as activators. hit rate 1.3% among 330,000; note: % of control where 0% means no effect; nearly all actives have a fitted effect of over 60% in size
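Cells (2,000/well) expressing the ELG1-luciferase fusion are dosed by pin tool and kept 16 hr at 37 °C, 5% CO2. Signal comes from ONE-Glo luciferase reagent after 30 min at room temperature.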
Rab9 promoter act: Rab9 promoter activation | Huh7 Rab9 promoter-luciferase reporter, luminescence, 24 h | Potency, µM (doses to about 9.22 µM), for the others: top-dose activation, negative = inhibition, hits mostly activators | hit rate 2.8% among 320,000; note: % of control where 0% means no effect; nearly all actives have a fitted effect of over 60% in size
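Huh7 cells stably carrying Rab9 promoter–luciferase reporter, plated 1500 cells/well, compound added after 2 h and incubated 24 h at 37 °C; luciferase luminescence then read after 10 min with detection reagent.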
BRCA1 expr act: activators of BRCA1 expression | AID 624202 | Potency, µM (top dose mostly 46.1 µM), without a hit: at the highest dose activation, hits mostly activators | MCF7-BRCA1-FFLuc reporter, luminescence, 48 h; response scale: scaled: vehicle 0%, 10 µM genistein 100% | hit rate 1.1% among 380,000; note: nearly all actives have a fitted effect of over 80% in size; some results filed as inactive show a strong effect at the top dose
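Quantitative HTS in MCF7 cells stably reporting BRCA1 expression via firefly luciferase. Compound treatment lasts 48 h at 37 °C in phenol-red free MEM. Activation is expressed relative to genistein at 10 microM and DMSO.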
MBNL1 CUG block: inhibitors of human MBNL1 binding to CUG repeat RNA | hit rate 0.036% among 280,000 | Q9NR56 | TR-FRET MBNL1-His/biotin-(CUG)12 binding, 665/545 ratio | Potency, µM (titrated, usually from 57.5 µM), for the others: top-dose activity change, negative = inhibition, usual class: inhibitors; active = well fitted inhibition curve with a large enough effect in the signal ratio, with a control signal flat, not every such curve was filed as active; inconclusive = small, poorly fitted or top-dose-only effect, or effect the other way, or a change in a side signal; inactive = no such curve, though single readings can be large or run the other way; the % refers to the signal ratio; note: % is set by controls: 0 for no effect and ±100 for the full control effect
Target sequence (Q9NR56 whole entry, looked up): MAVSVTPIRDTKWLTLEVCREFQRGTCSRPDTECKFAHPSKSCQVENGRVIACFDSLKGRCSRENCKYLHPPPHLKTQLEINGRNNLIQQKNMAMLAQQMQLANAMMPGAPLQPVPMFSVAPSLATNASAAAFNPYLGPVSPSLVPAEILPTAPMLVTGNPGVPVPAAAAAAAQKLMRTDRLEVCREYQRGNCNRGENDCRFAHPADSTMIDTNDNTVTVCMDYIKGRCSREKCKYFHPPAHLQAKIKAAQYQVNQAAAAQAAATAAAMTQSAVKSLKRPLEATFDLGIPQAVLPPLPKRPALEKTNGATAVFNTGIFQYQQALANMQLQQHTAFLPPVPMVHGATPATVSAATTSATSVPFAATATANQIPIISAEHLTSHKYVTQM
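TR-FRET readout: Ex 340 nm, 665/545 nm emission ratio, normalized to buffer-only (basal) and MBNL1-(CUG)12 controls. Complex of MBNL1-His with Biotin-(CUG)12, compounds 92 nM–58 uM, incubated 60 min at room temperature.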
p53 reactivation: re-activators of mutant p53. hit rate 0.063% among 320,000. Potency, µM (highest dose often 92.2 µM), without a hit: at the top dose activity change, positive = activation, hits mostly activators. H1299 p53-A138V BP100-luciferase reporter, luminescence, 24 h; note: % of control where 0% means no effect; nearly all actives have a fitted effect of over 45% in size
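H1299 (p53-null), stable ts p53-A138V + BP100-Luc; 1000 cells/well, Opti-MEM/10% FBS; cpd 4 pt, 1:5; 24 h, 37 deg C, 5% CO2; detection reagent 10 min RT; luminescence.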
FLuc counter: inhibits or activates purified firefly luciferase, miR-21 counter-screen | P08659 | purified FLuc, Km substrates, luminescence inhibition | Potency, µM (highest dose often 57.5 µM), for the others: at the highest dose activity change, negative = inhibition, most hits filed as inhibitors | hit rate 6.9% among 360,000 | AID 588342;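 note: plate controls were vehicle for no effect and reference inhibitor for full effect; nearly all actives have a fitted effect of over 55% in size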
Target sequence (P08659 whole entry, looked up): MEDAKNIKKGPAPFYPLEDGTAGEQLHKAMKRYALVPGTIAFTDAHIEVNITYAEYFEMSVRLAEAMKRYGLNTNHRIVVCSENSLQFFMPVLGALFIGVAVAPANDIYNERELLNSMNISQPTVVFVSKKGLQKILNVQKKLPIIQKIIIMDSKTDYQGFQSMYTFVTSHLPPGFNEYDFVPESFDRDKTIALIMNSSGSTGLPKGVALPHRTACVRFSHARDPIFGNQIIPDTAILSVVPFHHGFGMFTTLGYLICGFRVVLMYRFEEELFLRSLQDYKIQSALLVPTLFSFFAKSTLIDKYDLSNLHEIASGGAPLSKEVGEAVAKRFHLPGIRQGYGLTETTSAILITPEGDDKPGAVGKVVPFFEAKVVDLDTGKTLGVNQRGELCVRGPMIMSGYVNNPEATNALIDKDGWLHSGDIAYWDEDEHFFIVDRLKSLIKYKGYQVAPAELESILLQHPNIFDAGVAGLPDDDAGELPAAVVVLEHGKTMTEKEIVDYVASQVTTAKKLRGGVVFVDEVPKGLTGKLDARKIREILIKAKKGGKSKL
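Purified P. pyralis luciferase, 10 nM final, with Km-level 10 uM D-luciferin and 10 uM ATP in 50 mM Tris acetate pH 7.5, 10 mM Mg acetate, 0.01% Tween-20, 0.05% BSA; 6-point qHTS titration about 60 µM downward; luminescence read.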
Gal4-VP16 FLuc: counter-screen for ROR gamma inhibitors: Gal4-VP16 reporter; Drosophila S2 Gal4-VP16 UAS-luciferase, luminescence, 20 h; Potency, µM (titrated, usually from 53.6 µM), inactives show at the top dose activity, negative = inhibition, most hits filed as inhibitors; hit rate 3.5% among 310,000; AID 2546;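 note: Gal4-VP16 expression switched on by copper sulfate through the metallothionein promoter; % is set by controls: 0 for no effect and ±100 for the full control effect; nearly all actives have a fitted effect of over 50% in size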
RORg inh: ROR gamma (mouse) transcription inhibition; Drosophila S2 Gal4-RORgamma UAS-luciferase reporter, 20 h; Potency, µM (top dose mostly 53.6 µM), without a hit: at the highest dose activity change, negative = inhibition, most hits filed as inhibitors; hit rate 5.4% among 310,000; AID 2551; note: % is set by controls: 0 for no effect and ±100 for the full control effect; nearly all actives have a fitted effect of over 60% in size
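Drosophila S2 cells stably expressing Gal4-DBD/mouse RORγ fusion under metallothionein promoter plus UAS-luciferase; compound 1 h, then 700 uM CuSO4 induction for 20 h at ambient temperature; inhibition read as reduced luminescence.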
NPC1 promoter act: activates the NPC1 promoter | hit rate 2.4% among 320,000 | Potency, µM (doses to about 9.22 µM), inactives show top-dose activation, usual class: activators | Huh7 NPC1 promoter luciferase reporter, 24 h;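 note: % of control where 0% means no effect; nearly all actives have a fitted effect of over 60% in size; reporter is driven by a mutant NPC1 promoter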
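Huh7 cells stably carrying NPC1 promoter–luciferase, plated in Opti-MEM with 10% FBS for 2 h, were exposed to compound in DMSO for 24 h at 37 °C; luciferase reagent was added for 10 min and luminescence read.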
uPA surface inh: inhibitors of cell surface uPA generation | Potency, µM (doses to about 38.3 µM), for the others: top-dose activity change, negative = inhibition, most hits filed as inhibitors | cell surface uPA generation assay, qHTS | hit rate 0.31% among 330,000; active = well fitted inhibition curve with a large enough effect; inconclusive = small, poorly fitted or top-dose-only effect; inactive = no such curve, though single readings can be large or run the other way; tested in mouse RAW 264.7 cells; note: % is set by controls: 0 for no effect and ±100 for the full control effect; nearly all actives have a fitted effect of over 55% in size
An asterisk follows results filed as active; ? = inconclusive; · = no result given; ! = not confirmed by another sample; [ ] = another dose, or the depositor's remark. Unless noted, calls come from the whole dose curve; as a rule, active = well fitted curve in the direction sought with a large enough effect; inconclusive = small, poorly fitted or top-dose-only effect, or another doubt; inactive = no such curve, though single readings can be large; an effect the other way counts as inactive or inconclusive. Potency is the fitted concentration of half-maximal effect.

Fields: ELG1 genotoxic, Rab9 promoter act, BRCA1 expr act, MBNL1 CUG block, p53 reactivation, FLuc counter, Gal4-VP16 FLuc, RORg inh, NPC1 promoter act, uPA surface inh
CC(C(=O)NC(c1ccccc1)c1ccccc1)N1CCOCC1 (stereo not given)
 : 1%, 0%, -17%, 0%, 6%, 0%, 4%, -5%, -4%, -1%
COc1cccc(N(CC(=O)Nc2cccc(N(C)S(C)(=O)=O)c2)S(C)(=O)=O)c1
 : -3%, 2%, -5%, 2%, -7%, 2%, -11%, 5%, 0%, 2%
COc1ccc(OC)c(C2=NOC(C(=O)NCc3ccco3)C2)c1 (stereo not given)
 : 3%, -6%, -67%, 11%, -1%, -2%, -1%, -19%, -1%, -11%
CC(Sc1ncnc2ccccc12)C(=O)Nc1ccc2c(c1)OCO2 (stereo not given)
 : -7%, 5%, -19%, 3%, 9%, -19%, 1%, 26%, 2%, 0%
CCCNC(=O)c1ccccc1NC(=O)CN(c1ccccc1)S(=O)(=O)N(C)C
 : -3%, 0%, 0%, 3%, -1%, -1%, -3%, 6%, 0%, 1%
CCN(CC)CC#CC(OC)(c1ccccc1)c1ccccc1
 : -5%, -3%, -45%, 11%, 2%, 0%, 0%, -6%, 0%, ·
COC(=O)c1sc(N)c(C(=O)OC)c1COC(=O)CNS(=O)(=O)c1cccc(C#N)c1
 : -3%, 0%, -22%, ·, -4%, 1%, 2%, 19%, 1%, 2%
O=C(CCC1CCCN(Cc2ccc3c(c2)OCCO3)C1)NCc1ccc(F)c(F)c1 (stereo not given)
 : -1%, 14%, -4%, 3%, -3%, 0%, 9%, -7%, -2%, -6%
CS(=O)(=O)N(CC(=O)NC1CCCC1)c1ccc(Oc2ccccc2)cc1
 : -6%, 0%, 35%, -12%, 1%, -12%, -7%, ?, 0%, 0%
CC(NC(=O)COC(=O)Cc1ccsc1)c1ccccc1 (stereo not given)
 : 3%, -6%, -9%, -9%, -11%, -2%, -4%, 14%, -3%, 1%
CCOC(=O)C1CCN(CC(O)COc2ccc(C(C)(C)C)cc2)CC1 (stereo not given)
 : -2%, -2%, -40%, -3%, -5%, 0%, -19%, -16%, 6%, 0%
Cc1ccc(C(=O)NCCC2=CCCCC2)cc1S(=O)(=O)N1CCOCC1
 : 0%, 17%, 47%, ·, 9%, -18%, ·, ·, 14%, -7%
CCCCc1ccc(NC(=O)CSCc2cc(=O)[nH][nH]2)cc1
 : 4%, -2%, 5%, 4%, 7%, 12µM*, -1%, 4%, -3%, ·
CO/N=C/c1cccn1-c1nccc(N(C)C)c1C#N
 : 4%, 0%, -7%, 7%, 1%, 0%, 5%, -7%, -1%, -17%
O=C(CN1C(=O)NC(c2ccccc2)(c2ccccc2)C1=O)NCCc1ccc(F)cc1
 : -2%, ·, -18%, ·, -6%, ·, ·, ·, ·, 1%
O=C(NCC1CCCN(Cc2ccc3nonc3c2)C1)c1ccc(F)cc1 (stereo not given)
 : -1%, 6%, -1%, ?, 1%, 2%, 22%, -9%, 0%, 0%
O=C1Cn2c(nc3ccccc32)-c2ccccc2N1
 : 0%, -17%, 24%, -1%, 2%, -19%, -3%, ?, -3%, 6%
Cc1ccc(/C=C/C(=O)OCn2nnc3ccccc3c2=O)o1
 : 9%, -1%, 29%, ?, 3%, 1%, -1%, -5%, -4%, 1%
CCOc1ccccc1NC(=O)c1cc(SC)ccc1Cl
 : -7%, 1%, -79%[inhibitor], 5%, 4%, -5%, 1%, -9%, -6%, -9%
CCC1(c2cccc(Cl)c2)NC(=O)N(Cc2cc(C(=O)OC)c(C)o2)C1=O (stereo not given)
 : -15%, -4%, -40%, -5%, 5%, 1%, 11%, 0%, 1%, 3%

Among those listed so far, these contain fluorine:
Fields: ELG1 genotoxic, Rab9 promoter act, BRCA1 expr act, MBNL1 CUG block, p53 reactivation, FLuc counter, Gal4-VP16 FLuc, RORg inh, NPC1 promoter act, uPA surface inh
O=C(CCC1CCCN(Cc2ccc3c(c2)OCCO3)C1)NCc1ccc(F)c(F)c1 (stereo not given)
 : -1%, 14%, -4%, 3%, -3%, 0%, 9%, -7%, -2%, -6%
O=C(CN1C(=O)NC(c2ccccc2)(c2ccccc2)C1=O)NCCc1ccc(F)cc1
 : -2%, ·, -18%, ·, -6%, ·, ·, ·, ·, 1%
O=C(NCC1CCCN(Cc2ccc3nonc3c2)C1)c1ccc(F)cc1 (stereo not given)
 : -1%, 6%, -1%, ?, 1%, 2%, 22%, -9%, 0%, 0%

Part of the list above, showing only Rab9 promoter act, p53 reactivation and MBNL1 CUG block.
canonical_smiles | Rab9 promoter act | p53 reactivation | MBNL1 CUG block
COc1cccc(N(CC(=O)Nc2cccc(N(C)S(C)(=O)=O)c2)S(C)(=O)=O)c1 | 2% | -7% | 2%
COc1ccc(OC)c(C2=NOC(C(=O)NCc3ccco3)C2)c1 (stereo not given) | -6% | -1% | 11%
CC(Sc1ncnc2ccccc12)C(=O)Nc1ccc2c(c1)OCO2 (stereo not given) | 5% | 9% | 3%
CCCNC(=O)c1ccccc1NC(=O)CN(c1ccccc1)S(=O)(=O)N(C)C | 0% | -1% | 3%

The listing picks up; the two compounds before the break are reprinted first.
Fields: ELG1 genotoxic, Rab9 promoter act, BRCA1 expr act, MBNL1 CUG block, p53 reactivation, FLuc counter, Gal4-VP16 FLuc, RORg inh, NPC1 promoter act, uPA surface inh
CCOc1ccccc1NC(=O)c1cc(SC)ccc1Cl
 : -7%, 1%, -79%[inhibitor], 5%, 4%, -5%, 1%, -9%, -6%, -9%
CCC1(c2cccc(Cl)c2)NC(=O)N(Cc2cc(C(=O)OC)c(C)o2)C1=O (stereo not given)
 : -15%, -4%, -40%, -5%, 5%, 1%, 11%, 0%, 1%, 3%
CCOc1ccc(S(=O)(=O)NCc2ccc(Cl)cc2)c2cccnc12
 : 0%, -6%, -32%, 10%, 4%, 0%, -6%, ?, 1%, -2%
O=C(CNC(=O)c1ccc(Cl)cc1)OCn1nnc2ccccc2c1=O
 : 1%, 2%, -9%, ·, 0%, 0%, ·, ·, -1%, 1%
O=C(CCC(=O)N1CCN(c2ccc(F)cc2)CC1)N1CCN(c2ccc(F)cc2)CC1
 : -8%, -2%, -8%, -4%, -3%, 4%, -11%, ?, -4%, 3%
CC1CC(C)(C)CC2(C1)NC(=O)N(CC(=O)N(Cc1ccccc1)c1ccccc1)C2=O (stereo not given)
 : -2%, 0%, -56%, ·, -6%, 2%, ·, ·, -6%, 11%
COc1ccc(CNC(=O)COC(=O)/C=C/c2cccc(Br)c2)cc1OC
 : -11%, 2%, 0%, 1%, -2%, -2%, -10%, 21%, -1%, 0%
CN1CCN(S(=O)(=O)NC[C@H]2O[C@@H](n3cnc4c(N)ncnc43)[C@H](O)[C@@H]2O)CC1
 : -2%, ·, 0%, ·, 4%, ·, ·, ·, ·, 6%
Cc1ccc2nc(-c3cccnc3)oc2c1
 : ?, 1.3µM*, 3.2µM*!, 11%, 29%, 8.5µM*, -7%, -10%, ?, -5%
COc1ccc(Cl)cc1Nc1ncnc2sc(C)c(S(=O)(=O)N3CCC(C)CC3)c12
 : -8%, -5%, -43%, -6%, -1%, -4%, -9%, ?, 1%, 0%
CCS(=O)(=O)N1CCC(N2CCC(C)CC2)CC1
 : 0%, -1%, 14%, 6%, 1%, 3%, -11%, -14%, 2%, 0%
CCOC(=O)N1CCN(CC(O)COc2ccc3c(c2)CCC3)CC1 (stereo not given)
 : 0%, -6%, 23%, -10%, -3%, -1%, -9%, -1%, -3%, 6%
O=C1c2ccc(Br)cc2C(=O)N1c1ccc(Cc2ccncc2)cc1
 : -2%, -3%, -14%, ?, -3%, ?, 14µM*, ?, -9%, 5%
COc1ccc(C(=O)NC2=NCCS2)cc1S(=O)(=O)N1CCCCC1C (stereo not given)
 : -1%, 0%, -13%, -9%, -10%, -8%, -2%, 14µM*, 6%, 2%
CCOc1ccc2[nH]c(=O)c(=O)[nH]c2c1
 : 2%, 0%, 31%, 7%, -8%, -4%, -1%, -12%, -2%, 1%
N#CCCn1cc(/C=N/NC(N)=S)c(-c2ccccc2)n1
 : 11%, -2%, 4%, 5%, 0%, -4%, 7.1µM*, 6.3µM*, -6%, 1%
COc1cc(/C=N/Nc2nc(Nc3ccccc3)nc(-n3nc(C)cc3C)n2)cc(OC)c1OC
 : -16%, 3%, -42%, ·, ?, 2.7µM*, 6.3µM*, 5µM*, 14%, -13%
Cc1ccc(Nc2nc(-c3sc(N)nc3C)cs2)cc1
 : ?, 2.2µM*, -27%, ?, 7%, 2.1µM*, 1%, 6%, 0.79µM*, -23%
COc1ccc(N(C=O)C(=S)SC)cc1
 : -4%, -3%, -20%, -4%, 2%, ?, -1%, ?, -1%, -11%

A different layout for part of the listing above:
| Molecule | ELG1 genotoxic | Rab9 promoter act | BRCA1 expr act | MBNL1 CUG block | p53 reactivation | FLuc counter | Gal4-VP16 FLuc | RORg inh | NPC1 promoter act | uPA surface inh |
| --- | --- | --- | --- | --- | --- | --- | --- | --- | --- | --- |
| COc1ccc(CNC(=O)COC(=O)/C=C/c2cccc(Br)c2)cc1OC | -11% | 2% | 0% | 1% | -2% | -2% | -10% | 21% | -1% | 0% |
| CCOc1ccc2[nH]c(=O)c(=O)[nH]c2c1 | 2% | 0% | 31% | 7% | -8% | -4% | -1% | -12% | -2% | 1% |
